# B2AR arrestin: qHTS assay of beta-arrestin-biased ligands of beta2-adrenergic receptor | beta-arrestin recruitment to beta2AR, cell-based reporter | 330,000 compounds, 0.02% hits | AID 492947, 2010 | Potency, µM (top dose mostly 46.1 µM), for the others: at the highest dose activation, actives largely listed as activators | Beta-2 adrenergic receptor (Homo sapiens), P07550;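 note: potency is the fitted concentration of half-maximal effect; 0% = DMSO controls and full agonism = EC100 isoproterenol or metaproterenol; nearly all actives have a fitted effect of over 65% in size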
# Target sequence (P07550 whole entry, looked up): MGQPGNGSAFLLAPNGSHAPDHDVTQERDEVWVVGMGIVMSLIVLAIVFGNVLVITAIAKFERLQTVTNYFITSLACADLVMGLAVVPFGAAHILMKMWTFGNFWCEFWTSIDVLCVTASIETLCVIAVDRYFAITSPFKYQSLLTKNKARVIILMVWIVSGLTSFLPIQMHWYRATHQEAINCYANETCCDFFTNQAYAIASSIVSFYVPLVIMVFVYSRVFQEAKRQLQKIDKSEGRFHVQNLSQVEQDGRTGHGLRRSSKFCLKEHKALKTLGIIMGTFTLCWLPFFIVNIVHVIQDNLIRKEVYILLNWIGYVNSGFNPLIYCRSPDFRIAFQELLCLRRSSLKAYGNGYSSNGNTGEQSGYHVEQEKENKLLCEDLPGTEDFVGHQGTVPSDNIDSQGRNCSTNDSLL
# TCR act: Activators of T cell receptors: qHTS campaign; primary human leukocytes, anti-CD3, IL-2 HTRF, 48 h; Potency, µM (highest dose often 9.22 µM), for the others: at the highest dose activation of IL-2 secretion, usual class: activators; 330,000 tested, under 10 active; note: % of control where 0% means no effect
#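 IL-2 produced over 48 hr by a-CD3 bead-stimulated primary human leukocytes exposed to compounds was detected with a homogeneous time-resolved FRET immunoassay, 665nm acceptor signal after 320nm excitation.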
# TRPV1 agonist: HTS Assay for Compounds that Act as Agonists of the Vanilloid Receptor 1 | Transient receptor potential cation channel subfamily V member 1 (Homo sapiens), Q8NER1 | 320,000 compounds, 0.19% hits | activation, % at 8.33 µM | TRPV1-expressing cells, Fluo-8 calcium influx, agonist mode; in the data active = activation above about 80%; inconclusive = between about 30% and that limit; note: 0% is about no effect
#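 Cells expressing TRPV1 were dye-loaded with Fluo-8 and read kinetically: 10 s baseline, 3 min after compound (agonist portion), then 2 min after EC20 capsaicin (allosteric enhancer portion). Calcium-bound dye fluorescence at 480/520 nm.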
# p53 reactivation: qHTS assay for re-activators of p53 using a Luc reporter. Potency, µM (titrated, usually from 92.2 µM), for the others: at the highest dose activity change, positive = activation, most hits filed as activators. H1299 p53-A138V BP100-luciferase reporter, luminescence, 24 h. 320,000 compounds, 0.063% hits; note: potency is the fitted concentration of half-maximal effect; % of control where 0% means no effect; nearly all actives have a fitted effect of over 45% in size
#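 H1299 (p53-null), stable ts p53-A138V + BP100-Luc; 1000 cells/well, Opti-MEM/10% FBS; cpd 4 pt, 1:5; 24 h, 37 deg C, 5% CO2; detection reagent 10 min RT; luminescence.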
# a7 integrin act: qHTS for Activators of Integrin-Mediated Alleviation for Muscular Dystrophy | alpha7betagal myoblasts, beta-gal FDG fluorescence, 48 h | Potency, µM (highest dose often 38.3 µM), without a hit: at the highest dose activation, usual class: activators | 350,000 compounds, 0.064% hits | AID 624291, 2012;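 note: potency is the fitted concentration of half-maximal effect; 100% = response of the positive control SU9516; nearly all actives have a fitted effect of over 60% in size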
#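 Alpha7betagal+/- myoblasts (passage 13) were plated 16-24 hr, then exposed to compounds (1:260 dilution of DMSO stock) for 48 hours at 37C. After MPER lysis, β-galactosidase reporter activity was read as FDG fluorescence (ex 480/em 540) after 30 minutes.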
# MLL CXXC-DNA inh: qHTS Fluorescence Polarization Assay for Inhibitors of MLL CXXC domain - DNA interaction; AID 2662, 2010; Potency, µM (highest dose often 115 µM), without a hit: at the highest dose activity change, negative = inhibition, usual class: inhibitors; 290,000 compounds, 0.037% hits; MLL-CXXC / FITC-HOXA9 DNA fluorescence polarization; Histone-lysine N-methyltransferase 2A (Homo sapiens), Q03164; active = well fitted inhibition curve with a large enough effect in the polarisation, with a control signal flat, not every such curve was filed as active; inconclusive = small, poorly fitted or top-dose-only effect, or effect the other way, or a change in a side signal; inactive = no such curve, though single readings can be large or run the other way; the % refers to the polarisation; note: potency is the fitted concentration of half-maximal effect
#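 Purified MLL-CXXC (added from a 7 uM solution) was preincubated 5 min at ambient with pinned compounds in 50 mM Tris-HCl pH 7.5, 50 mM NaCl, 1 mM DTT, 0.05% BSA. Fluorescein-labeled HOX-A9 DNA (50 nM solution) followed, 30 min, then polarization read.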
# TSG101-PTAP inh: qHTS Assay for Iinhibitors of HIV-1 Budding by Blocking the Interaction of PTAP/TSG101; Potency, µM (titrated, usually from 115 µM), without a hit: at the top dose activity change, negative = inhibition, hits mostly inhibitors; Tumor susceptibility gene 101 protein (Homo sapiens), Q99816; Fluorescence polarization, FITC-PTAP peptide / Tsg101 binding; AID 493005, 2010; 340,000 tested, under 10 active; active = well fitted inhibition curve with a large enough effect in the main read-out, with a control signal flat, not every such curve was filed as active; inconclusive = small, poorly fitted or top-dose-only effect, or effect the other way, or a change in a side signal; inactive = no such curve, though single readings can be large or run the other way; note: potency is the fitted concentration of half-maximal effect; % of control where 0% means no effect
# Target sequence (Q99816 whole entry, looked up): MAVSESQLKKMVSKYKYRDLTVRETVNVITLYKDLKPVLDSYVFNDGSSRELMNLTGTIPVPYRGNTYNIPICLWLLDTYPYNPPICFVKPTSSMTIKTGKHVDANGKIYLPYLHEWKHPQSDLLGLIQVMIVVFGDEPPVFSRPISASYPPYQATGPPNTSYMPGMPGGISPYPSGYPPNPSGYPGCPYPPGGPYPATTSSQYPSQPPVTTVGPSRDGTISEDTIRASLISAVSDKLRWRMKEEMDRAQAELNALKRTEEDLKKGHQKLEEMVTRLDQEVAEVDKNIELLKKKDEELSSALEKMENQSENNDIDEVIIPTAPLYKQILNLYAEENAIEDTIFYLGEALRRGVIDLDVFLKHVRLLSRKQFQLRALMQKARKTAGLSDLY
#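 FP read-out: FITC-PTAP peptide, 50 nM final, binding Tsg101 binding domain, 10 uM final; 20 min, r.t.; 10 mM HEPES pH 7.5, 0.15 M NaCl, 0.01% Tween 20, 3 mM EDTA, 0.1 mM TCEP.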
# A-T KAP1 phos: qHTS Assay for Identifying a Potential Treatment of Ataxia-Telangiectasia. […] A-T fibroblasts, KAP-1 phosphorylation AlphaLISA; neocarzinostatin DNA damage 30 min before lysis. Potency, µM (doses to about 57.5 µM), inactives show at the highest dose activation, actives largely listed as activators. 320,000 compounds, 0.19% hits; note: potency is the fitted concentration of half-maximal effect; % of control where 0% means no effect; nearly all actives have a fitted effect of over 45% in size
#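 ATM-like activity read as KAP-1 phosphorylation via AlphaLISA donor/acceptor antibody pairs after lysis and 6 hr at 25C. Cells were ATM-null patient fibroblasts ([…], hTERT), dosed 60 min, then exposed to the DSB inducer NCS for 30 min.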
# ELG1 DNA repair: qHTS screen for small molecules that inhibit ELG1-dependent DNA repair in human embryonic kidney (HEK293T) cells expressing luciferase-tagged ELG1; 330,000 compounds, 2.3% hits; HEK293T ELG1-luciferase reporter, luminescence, 16 h; DNA damage induced by 5-fluorouridine; AID 504467, 2011; Potency, µM (titrated, usually from 46.1 µM), for inactives: top-dose activity change, negative = inhibition, most hits filed as inhibitors; note: potency is the fitted concentration of half-maximal effect; % is set by controls: 0 for no effect and ±100 for the full control effect; nearly all actives have a fitted effect of over 55% in size
#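 HEK293T cells expressing luciferase-tagged ELG1 (2,000/well) received 5-Fluorouridine plus compound or DMSO for 16 hr at 37 °C. Luciferase was read by ONE-Glo luminescence after 30 min at room temperature.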
# BRCA1 expr act: qHTS Assay to Identify Small Molecule Activators of BRCA1 Expression. 380,000 compounds, 1.1% hits. MCF7-BRCA1-FFLuc reporter, luminescence, 48 h; response scale: scaled: vehicle 0%, 10 µM genistein 100%. Potency, µM (titrated, usually from 46.1 µM), for the others: at the highest dose activation, usual class: activators; note: potency is the fitted concentration of half-maximal effect; nearly all actives have a fitted effect of over 80% in size; some results filed as inactive show a strong effect at the top dose
#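 Using MCF7 cells harboring a BRCA1 firefly luciferase reporter, plated 2 h before compound pinning, the screen measured luminescence after 48 h incubation. Responses were normalized to DMSO and 10 microM genistein, then fitted for concentration-effect.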
# Starred values were filed as active, the others as inactive; ? = inconclusive; / = not tested or not shown; & = joins results of further samples; [ ] = dose if it differs, or a comment. Unless noted, calls come from the whole dose curve; as a rule, active = well fitted curve in the direction sought with a large enough effect; inconclusive = small, poorly fitted or top-dose-only effect, or another doubt; inactive = no such curve, though single readings can be large; an effect the other way counts as inactive or inconclusive.
No.	Molecule	ELG1 DNA repair	A-T KAP1 phos	TCR act	TSG101-PTAP inh	BRCA1 expr act	p53 reactivation	MLL CXXC-DNA inh	a7 integrin act	B2AR arrestin	TRPV1 agonist
1	COc1cccc2[nH]c(C(=O)NCc3ccccc3)cc12	21µM*	7%	-2%	-1%	0%	1%	2%	23%	0.0%	4
2	Fc1ccc(N2CCN(c3ncnc4nc[nH]c34)CC2)cc1	?	0%	3%	1%	1%	2%	10%	?	-0.4%	4
3	CCc1ccc(OC)c(S(=O)(=O)NCc2cccs2)c1	12%	-1%	-1%	-4%	40%	11%	/	-2%	-0.2%	6
4	CCOc1cc(N2CCOCC2)c(OCC)cc1NC(=O)c1ccc(-n2ccnc2)c([N+](=O)[O-])c1	?	-2%	-6%	0%	-37%	3%	8%	11%	-0.7%	-3
5	O=C(CN1C(=O)NC2(CCCCCCC2)C1=O)N1CCN(C(=O)c2ccco2)CC1	7%	/	0%	1%	-10%	3%	-4%	8%	0.1%	-2
6	COc1c(N)c2c(c([N+](=O)[O-])c1OC)C(=O)OC2	/	/	-1%	2%	-4%	/	/	29%	/	/
7	O=C(CCC1CC(=O)Nc2ccccc21)NCc1cccnc1 (stereo not given)	6%	-5%	1%	-1%	-22%	1%	-2%	19%	-1.5%	0
8	COc1ccccc1/C=C/C(=O)Nc1ccc(N2CCOCC2)cc1	25%	-4%	2%	0%	-9%	2%	?	9%	0.4%	15

# 3 compounds drawn at random from those above:
No.	Molecule	ELG1 DNA repair	A-T KAP1 phos	TCR act	TSG101-PTAP inh	BRCA1 expr act	p53 reactivation	MLL CXXC-DNA inh	a7 integrin act	B2AR arrestin	TRPV1 agonist
2	Fc1ccc(N2CCN(c3ncnc4nc[nH]c34)CC2)cc1	?	0%	3%	1%	1%	2%	10%	?	-0.4%	4
8	COc1ccccc1/C=C/C(=O)Nc1ccc(N2CCOCC2)cc1	25%	-4%	2%	0%	-9%	2%	?	9%	0.4%	15
5	O=C(CN1C(=O)NC2(CCCCCCC2)C1=O)N1CCN(C(=O)c2ccco2)CC1	7%	/	0%	1%	-10%	3%	-4%	8%	0.1%	-2

# Compounds from the list above with four or more nitrogen atoms (3):
No.	Molecule	ELG1 DNA repair	A-T KAP1 phos	TCR act	TSG101-PTAP inh	BRCA1 expr act	p53 reactivation	MLL CXXC-DNA inh	a7 integrin act	B2AR arrestin	TRPV1 agonist
2	Fc1ccc(N2CCN(c3ncnc4nc[nH]c34)CC2)cc1	?	0%	3%	1%	1%	2%	10%	?	-0.4%	4
4	CCOc1cc(N2CCOCC2)c(OCC)cc1NC(=O)c1ccc(-n2ccnc2)c([N+](=O)[O-])c1	?	-2%	-6%	0%	-37%	3%	8%	11%	-0.7%	-3
5	O=C(CN1C(=O)NC2(CCCCCCC2)C1=O)N1CCN(C(=O)c2ccco2)CC1	7%	/	0%	1%	-10%	3%	-4%	8%	0.1%	-2

# (more compounds)
No.	Molecule	ELG1 DNA repair	A-T KAP1 phos	TCR act	TSG101-PTAP inh	BRCA1 expr act	p53 reactivation	MLL CXXC-DNA inh	a7 integrin act	B2AR arrestin	TRPV1 agonist
9	CN(C(=O)c1ccc(NC(=O)Cc2cccc(NC(=O)C3CCCN(C(=O)C4CCC4)C3)c2)cc1)C1CC1 (stereo not given)	/	/	1%	-1%	65%	/	/	23%	/	/
10	CCOC(=O)c1c(C)[nH]c(C(=O)N2CCN(CC)CC2)c1C	15%	0%	2%	0%	-34%	-3%	7%	0%	0.0%	-2
11	Cc1cc(O)cc(O)c1-c1onc(C(F)(F)F)c1-c1cscn1	?	1%	-1%	1%	-26%	-17%	-7%	-21%	-0.2%	0
12	COC(=O)CN1C(=O)C(C)(C)Oc2ccc(C(=O)NC3CCCC3)cc21	2%	4%	4%	-10%	-6%	-2%	2%	?	0.0%	15
13	CN(C)c1ccc(-c2nc3ccccn3c2/N=C/c2ccc(Br)cc2)cc1	?	-21%	-1%[46.1 µM]	-5%	-30%	?	-2%	-19%	-0.4%	13
14	CC1(C)Cc2c(sc(NC(=O)C(=O)NCC3CCCO3)c2C(N)=O)CO1 (stereo not given)	-3%	0%	-7%	0%	-3%	2%	13%	23%	0.8%	2
15	COC(=O)c1cc(NC(=O)c2cccc(F)c2)cc(C(=O)OC)c1	?	-1%	-2%	0%	16%	-2%	0%	-13%	0.0%	16
16	COc1ccc(-c2cc(-c3cccs3)nc(OC)c2C#N)cc1OC	18µM*	4%	-1%[46.1 µM]	-8%	-70%	6%	3%	-34%	-0.6%	?
17	CC1CN(Cc2ccccc2)c2ccccc2NC1=S (stereo not given)	-3%	10%	9%[46.1 µM]	-3%	3%	-20%	3%	1%	-2.3%	-2
18	Cc1ccc(NS(=O)(=O)c2ccc3c(c2)n(C)c(=O)n3C)cc1C	16%	-7%	3%	-1%	-36%&-40%	/	0%	21%	-0.6%	-4
19	COc1ccccc1C(C(C(=O)c1ccccc1)N1CCOCC1)N1CCOCC1 (stereo not given)	/	/	2%	1%	-19%	/	/	0%	/	/
20	CC1(C)Cc2nc3sc4c(SCC(=O)O)ncnc4c3cc2CO1	?	8%	9%	4%	-48%	-8%	5%	-4%	-0.2%	0
21	c1ccc(-c2nccc(-c3ccc(-n4cnc5ccccc54)cc3)n2)nc1	-28%	1%	6%	-2%	-26%	1%	?	-4%	-1.3%	6
22	CCN(CC)C(=O)CSc1nc2c(sc(=S)n2CC)c(=O)n1-c1ccccc1	?	/	-5%	-14%	-57%	-2%	11%	7%	0.3%	25
23	Cc1ccc(CSCC(=O)N(C)CC(=O)Nc2ccc(Br)cc2C)cc1	-10%	6%	/	0%	-3%	-5%	/	-28%	?	2
24	O=C(Nc1nc2ccccc2n1CCOc1ccccc1)c1ccco1	?	-1%	-10%	0%	-20%	1%	2%	-26%	-0.4%	1
25	CN(Cc1cnn(C)c1)C(=O)c1cc2ccccc2oc1=O	-3%	2%	2%	4%	-23%	-4%	1%	-17%	-0.3%	-2
26	CC(C)(C)n1nnnc1C(c1ccccc1F)N1CCN(C2CCCC2)CC1 (stereo not given)	-1%	0%	-23%	-5%	-17%	-3%	4%	-7%	0.1%	2
27	COCON1C(=O)CN(C(C)=O)C1c1ccc(Cl)cc1Cl (stereo not given)	6%	2%	4%	-9%	3%	1%	1%	-2%	-0.6%	9
28	Cc1n[nH]c(C)c1S(=O)(=O)N(CC(=O)N1CCc2ccccc21)c1ccc(C(C)C)cc1	-26%	9%	-4%	2%	-12%	-5%	2%	-40%	0.2%	/
29	CCOC(=O)NC(=O)/C(C=Nc1ccc(Cl)cc1)=C(\C)O	-8%	5%	2%	-1%	-2%	0%	9%	2%	0.3%	3
30	COc1ccc(NS(=O)(=O)c2ccc(C)c(C(=O)N(C)CCc3ccc(OC)c(OC)c3)c2)cc1	-14%	-3%	-3%	-5%	-31%	-1%	/	-22%	0.1%	0
31	O=C(NC1CCCC1)C1CCCN1C(=O)Oc1ccccc1 (stereo not given)	0%	-1%	7%	-4%	-18%	0%	6%	40%	-0.1%	1
32	NC(=O)CSc1nnc(-c2ccoc2)o1	10%	6%	-1%	-8%	5%	-1%	8%	-8%	-0.3%	-1
33	CCc1ccc(N2CC(C(=O)Nc3ccc(S(=O)(=O)N4CCCCC4)cc3)CC2=O)cc1 (stereo not given)	?	4%	-1%	/	-63%	/	-5%	42%	-0.9%	11
34	COc1ccc(C2C(C(C)=O)=C(O)C(=O)N2CCc2c[nH]c3ccccc23)cc1 (stereo not given)	9%	4%	4%	-2%	-11%	2%	-1%	1%	0.1%	-6
35	CC(=O)/C(=N\Nc1cccc(Cl)c1)Sc1nnc(-c2ccccc2)n1-c1ccccc1	-19%	-1%	2%[46.1 µM]	0%	-13%	1%	-6%	8%	-1.2%	30
36	O=C(/C=C/c1ccco1)Nc1nc(-c2ccccn2)cs1	?	-2%	5%	-1%	-42%	15%	8%	23%	0.6%	13
37	COc1cc2[nH]c(=O)n(CCCCCC(=O)N3CCN(c4ccccn4)CC3)c(=O)c2cc1OC	?	4%	12%	1%	-4%	-6%	-4%	-12%	0.4%	-6
38	CN(Cc1ccccc1)C(=O)CCCn1c(=O)[nH]c2cc(Cl)ccc2c1=O	8%	0%	-2%	-4%	16%	1%	15%	19%	5.1%	14
